ASAP1 inh – inhibitors of human ASAP1 ArfGAP activity. ASAP1-stimulated ARF1 GTP hydrolysis, GDP FP detection. 360,000 tested, 0.19% active. inhibition, % at 16.5 µM; in the data active = inhibition above about 25%;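 also: 0% = vehicle with enzyme and substrate and 100% = no enzyme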
Target sequence (Q9ULH1 325-724 limits assumed): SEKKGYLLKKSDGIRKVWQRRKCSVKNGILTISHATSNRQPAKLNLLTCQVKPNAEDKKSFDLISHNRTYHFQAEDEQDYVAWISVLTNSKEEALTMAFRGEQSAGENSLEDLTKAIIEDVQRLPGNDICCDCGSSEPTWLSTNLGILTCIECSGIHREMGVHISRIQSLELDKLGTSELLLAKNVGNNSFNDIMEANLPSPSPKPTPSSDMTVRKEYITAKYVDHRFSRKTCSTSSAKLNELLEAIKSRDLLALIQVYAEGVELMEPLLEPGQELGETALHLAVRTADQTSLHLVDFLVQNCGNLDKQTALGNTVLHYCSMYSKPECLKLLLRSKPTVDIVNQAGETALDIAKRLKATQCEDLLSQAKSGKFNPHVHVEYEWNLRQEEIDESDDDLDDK
FXN GAA850 act – frataxin GAA850 promoter activation. HEK293 lucGAA850 FXN promoter luciferase reporter, 24 h; percent of 10 µM SAHA response. activation, % at 6 µM. 360,000 tested, 0.56% active;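 active = activation above the average of all compounds screened plus 3 SD, cutoff fixed separately per campaign, cut at about 7.5% in these data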;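 also: 0% = DMSO wells and 100% = 10 µM SAHA wells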
HGIII-sPLA2 inh – Blocks human group III sPLA2 activity; inhibition, % at 12.2 µM; QFRET BODIPY PC-A2 liposome hydrolysis, fluorescence; 370,000 tested, 0.56% active; Q9NZ20;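 active = inhibition above mean plus 3 SD of compounds lying within the high and low control bounds, cut at about 19% in these data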;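 also: 0% = median of test compound wells and 100% = no enzyme DMSO wells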
proKLK7 act – activates the human kallikrein-7 zymogen | activation, % at 7 µM | purified proKLK7, EDANS-DABCYL substrate fluorescence; 100% is mature enzyme control, 0% vehicle | 370,000 tested, 0.9% active | P49862;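 active = activation above the mean of all tested compounds plus 3 SD, computed per campaign excluding outliers beyond control limits, cut at about 13% in these data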
NPR1 activator – GC-A (human) enzyme activation; AID 1671463; activation, % at 10 µM; 370,000 tested, 0.14% active; HEK293 GC-A cells, cGMP TR-FRET, EC30 ANP; 0% at EC30 ANP, 100% saturating ANP; in the data active = activation above about 40%
ADAM10 inh – inhibits human ADAM10; O14672; 370,000 tested, 0.62% active; recombinant ADAM10, EDANS/DABCYL FRET peptide cleavage, 3 h; AID 720582; inhibition, % at 7 µM;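 active = inhibition above a per-campaign cutoff equal to the mean of compounds falling between control-based bounds plus 3 SD, cut at about 20% in these data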;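 also: 0% = DMSO wells while the 100% control is not disclosed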
Target sequence (O14672 214-748 limits assumed): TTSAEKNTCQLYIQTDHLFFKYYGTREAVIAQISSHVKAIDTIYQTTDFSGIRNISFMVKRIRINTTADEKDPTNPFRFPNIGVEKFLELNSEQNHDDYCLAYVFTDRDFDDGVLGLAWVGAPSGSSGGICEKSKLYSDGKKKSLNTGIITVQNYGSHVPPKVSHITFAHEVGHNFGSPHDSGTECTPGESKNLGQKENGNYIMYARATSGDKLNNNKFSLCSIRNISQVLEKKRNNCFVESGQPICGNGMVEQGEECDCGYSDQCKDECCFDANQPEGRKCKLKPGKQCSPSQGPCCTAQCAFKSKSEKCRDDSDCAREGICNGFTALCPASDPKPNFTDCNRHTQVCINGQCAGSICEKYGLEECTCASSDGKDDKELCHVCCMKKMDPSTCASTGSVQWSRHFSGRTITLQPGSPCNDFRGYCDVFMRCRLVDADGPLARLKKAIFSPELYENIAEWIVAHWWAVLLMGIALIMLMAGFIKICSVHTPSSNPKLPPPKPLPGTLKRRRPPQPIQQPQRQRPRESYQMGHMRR
NPR2 activator – GC-B (human) receptor activation; P20594; HEK293-GC-B cells, CNP EC30, cGMP TR-FRET; 0% at EC30 CNP, 100% saturating CNP; activation, % at 10 µM; 370,000 tested, 0.11% active;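 active = activation at 10 µM reaching about 35% in either raw or pattern-adjusted values, limit read from the data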
ARFGAP1 inhibitor – inhibits rat ARF GTPase activating protein 1. Q62848. Arfgap1-stimulated ARF1 GTP hydrolysis, GDP FP detection. inhibition, % at 16.5 µM. 360,000 tested, 0.26% active;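 active = inhibition above a per-plate limit, mean inhibition of low control wells plus 3 SD, cut at about 25% in these data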;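 also: 0% = DMSO wells with enzyme and 100% = wells lacking Arfgap1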
Target sequence (Q62848 1-136 limits assumed): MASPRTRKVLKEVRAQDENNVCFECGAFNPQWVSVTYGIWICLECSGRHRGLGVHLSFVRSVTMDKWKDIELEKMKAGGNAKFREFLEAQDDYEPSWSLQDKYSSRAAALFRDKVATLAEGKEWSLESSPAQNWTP
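Material: rat Arfgap1 catalytic domain, aa 1-136; also added: human ARF1(Δ1-17)-GTP substrate; compound dosing: one concentration, 16.5 µM, DMSO 1.26%; incubation: GTP hydrolysis reaction 2 h at 25 °C; measured by: Tracer-displacement fluorescence polarization with EDTA stop, 620/688 nm; evaluation: % inhibition from polarization; repeats: one replicate per compound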
rCAG RNA binder – r(CAG) repeat RNA binding; TO-PRO-1 dye displacement fluorescence; inhibition, % at 3 µM; 370,000 tested, 1.3% active; AID 651821;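 active = inhibition above the plate cutoff, the mean of all test compounds on that plate plus 3 SD, cut at about 35% in these data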;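 also: 0% = DMSO alone and 100% = 100 µM mitoxantrone as full dye displacement; higher means more dye released from RNA so lower well fluorescence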
Tn6 DDE FP – DD(E)-Tn6 binding inhibition, primary FP screen; P02675; Fibrin DD(E) TRITC-Tn6 fluorescence polarization displacement; inhibition, % at 8.3 µM; 370,000 tested, 0.21% active;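 active = inhibition above a per-campaign cutoff: mean of compounds within control limits plus 3 SD, cut at about 15% in these data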;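 also: 0% = median of all compound wells on the plate and 100% = blocking peptide control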
* = called active by the depositor; i = inactive; . = not tested or not shown.

SMILES	ASAP1 inh	FXN GAA850 act	HGIII-sPLA2 inh	proKLK7 act	NPR1 activator	ADAM10 inh	NPR2 activator	ARFGAP1 inhibitor	rCAG RNA binder	Tn6 DDE FP
CCN(CC)S(=O)(=O)c1ccc(Cl)c(NC(=O)COC(=O)c2cccn2C)c1	-6	0.2	-10	-0.9	-2	5	-1	7	-5	4
O=C1c2cccc3cccc(c23)C(=O)N1CCCSc1ncn[nH]1	3	1.9	-12	-0.4	5	-41	6	-10	-2	0
COc1ccc(C(N)c2csc(Nc3ncccn3)n2)cc1 (stereo not drawn)	-12	-1.0	6	0.9	2	1	-2	9	7	3
Cc1ccc(S(=O)(=O)Nc2ccc(N3CCCCC3)cc2)cc1	-2	2.8	-9	-0.9	0	0	0	-7	-1	-5
CC(=O)/C(=N\Nc1ccccc1Cl)Sc1nnc(-c2ccccc2)n1-c1ccccc1	-10	2.8	9	0.2	-11	-7	3	0	1	-4
CCCCOC(=O)CSc1nc(N)c(C#N)c(-c2ccc(OC)cc2)c1C#N	6	0.7	-1	0.1	-8	-3	5	4	0	10
CC(C)CC(OC(=O)c1nsc(Cl)c1Cl)C(=O)NCc1cccs1 (stereo not drawn)	1	0.9	-6	0.1	4	2	7	-13	2	0
Cc1cc(C)nc(N/N=C/c2ccco2)n1	-3	2.6	-1	-0.1	3	1	10	-6	-2	-2
O=C(Nc1ccc2c(c1)OCO2)c1cc(C2CCCCN2C(=O)OCCF)on1 (stereo not drawn)	-7	3.1	4	0.4	2	7	3	-9	2	-2
COc1cccc(/C=C/C(=O)c2c(O)cc(C)oc2=O)c1O	-13	3.1	-16	0.0	3	-12	4	0	17	-3
CCC(=O)NNc1nc2c(C)c(C)ccc2s1	1	-0.7	-12	-0.1	4	4	3	10	-2	3
Cc1ccc2cc(CCNC(=O)c3ccc4c(c3)OCO4)c(=O)[nH]c2c1	1	-3.3	9	0.1	-3	-20	-1	5	1	1
O=C(CS(=O)(=O)c1ccccc1)NCc1ccc(Cl)cc1	-14	0.0	0	-0.3	1	-8	-2	-3	-3	-4
Cc1ccc2c(COC(=O)C34CC5CC(CC(C5)C3)C4)cc(=O)oc2c1	4	3.1	12	0.4	-1	1	-3	3	3	6
CN(C)CCNc1nc2c(c(=O)[nH]c(=O)n2C)n1CC(O)COc1ccc(Cl)cc1Cl (stereo not drawn)	-4	0.3	0	0.1	-1	2	3	-4	-3	2
CC(C)(C)C(=O)N1CCN(c2ccc(NC(=O)c3ccc([N+](=O)[O-])o3)cc2)CC1	7	5.3	6	-0.2	-2	13	3	12	2	1
COc1ccc(S(=O)(=O)Nc2ccc(-c3ccc4nncn4n3)cc2)c(OC)c1	-2	1.2	-7	0.2	5	0	-5	8	8	8
Cc1nc2nc[nH]n2c(=O)c1CCOC(=O)c1c(F)cccc1F	8	2.4	5	0.5	2	0	3	3	0	3
CCOC(CN=c1nc(N(C)C)ss1)OCC	-2	8.2*	10	-0.3	13	-8	16	-5	-1	2
CO/N=C(\c1nonc1N)N1CCN(c2ccc([N+](=O)[O-])cc2Cl)CC1	-3	-0.2	-6	-0.2	-2	7	-4	-3	2	4
OCCOc1ccc(C2=NCCO2)cc1	4	-1.8	-3	-1.2	2	-8	5	0	-4	-2
CC(=O)Nc1sc(C)c(C)c1CN1CCN(S(=O)(=O)c2ccccc2)CC1	4	-2.0	0	0.5	-1	1	9	6	0	1
CCCNc1nc(OCC(F)(F)F)nc(OCC(F)(F)F)n1	8	2.4	-7	1.1	-4	-8	0	-7	-5	0
COc1ccc(OC)c2sc(NC(=O)CCSc3ccccc3)nc12	-4	-1.0	-2	-0.2	-3	1	-4	2	5	-2
CCCCNC(=O)c1ccc(Cc2cn(C)c3ccccc23)nc1	-7	-0.4	-14	8.1	2	-39	-1	-1	5	-6
CCN/N=C(\Cc1nc2ccccc2[nH]1)c1ccccc1	-12	1.0	-8	0.1	-10	-47	-7	-2	4	3
COc1ccc(S(=O)(=O)N2CCC(C(=O)N[C@@H](C)C(=O)NCc3ccco3)CC2)cc1	-6	1.4	6	0.1	2	-11	6	10	-1	5
C[C@@H]1CN([C@@H](C)CO)C(=O)CCCn2nncc2CO[C@@H]1CN(C)S(=O)(=O)c1ccc(C#N)cc1	-4	-2.0	8	-0.5	4	9	4	10	1	3
O=C(Nc1ccccc1)Oc1ccccc1N1CCOCC1	-14	3.1	-1	-0.5	-3	6	1	2	-2	-6
Cc1oc2c(CN3CCCC(C)C3)c(O)ccc2c(=O)c1-c1ccccc1 (stereo not drawn)	6	-1.0	-9	33*	-3	i	5	2	1	-1
Cc1ccc(S(=O)(=O)N2CCC(C(=O)NCCCN3CCCC3=O)CC2)cc1C	9	2.5	-2	0.3	0	2	6	6	-6	-2
Fc1ccc(NC(=S)NC2CCCCC2)c(F)c1F	11	-2.6	13	-0.1	2	-4	0	1	-1	4
COc1cc(OC)cc(C(=O)Nc2ccc(-c3nc4ccccc4o3)cc2)c1	-9	0.1	-6	-161	5	-42	-3	4	6	2
COc1cc(CN2CCNC(=O)C2CC(=O)N(C)Cc2cccnc2)cc(OC)c1 (stereo not drawn)	13	1.2	7	0.2	3	-14	-1	0	4	6
Cc1ccc(C)c(N(C(=O)c2csnn2)C(C(=O)NC2CCCC2)c2ccncc2)c1 (stereo not drawn)	4	0.0	5	0.4	0	5	-4	7	0	-4
CCOC(=O)C1CCN(C(=O)CCc2nnc3ccc(N4CCC(C)CC4)nn23)CC1	-2	1.6	1	0.1	-1	-4	0	8	-11	-1
CCN1CCN(c2ccc(N=Cc3ccc(O)cc3O)cc2)CC1	6	0.0	-3	4.8	-6	-1	-6	12	16	-7
O=c1c2c(nc3cc(-c4ccc(F)cc4)[nH]n13)CCCC2	-6	0.4	-11	-3.1	1	-43	-7	11	9	0
COc1ccc(C(=O)NC(=S)N2CCCc3ccccc32)cc1OC	3	-1.9	15	1.1	1	-18	-3	-11	2	-5
CSc1cccc(NC(=O)CSc2ccc(C)cc2)c1	-10	0.1	-19	0.7	-4	7	-2	4	-4	8

Entries of single compounds as entered above. Screens in order: ASAP1 inh, FXN GAA850 act, HGIII-sPLA2 inh, proKLK7 act, NPR1 activator, ADAM10 inh, NPR2 activator, ARFGAP1 inhibitor, rCAG RNA binder, Tn6 DDE FP
CCCCNC(=O)c1ccc(Cc2cn(C)c3ccccc23)nc1 as listed: -7, -0.4, -14, 8.1, 2, -39, -1, -1, 5, -6
COc1ccc(S(=O)(=O)N2CCC(C(=O)N[C@@H](C)C(=O)NCc3ccco3)CC2)cc1 as listed: -6, 1.4, 6, 0.1, 2, -11, 6, 10, -1, 5
CCCNc1nc(OCC(F)(F)F)nc(OCC(F)(F)F)n1 as listed: 8, 2.4, -7, 1.1, -4, -8, 0, -7, -5, 0

Following part
SMILES	ASAP1 inh	FXN GAA850 act	HGIII-sPLA2 inh	proKLK7 act	NPR1 activator	ADAM10 inh	NPR2 activator	ARFGAP1 inhibitor	rCAG RNA binder	Tn6 DDE FP
CCN1C(=O)C(=O)c2cc(C)ccc21	3	1.0	-1	0.8	-1	-23	-11	5	0	-6
COc1cccc(NC(=O)C/C(C)=N/NC(=O)c2ccccc2Cl)c1	-10	0.7	-6	-0.3	-4	-8	-3	1	-2	2
COc1ccc(-c2cc(C(=O)NN)[nH]n2)cc1OC	12	-3.0	4	-0.2	1	6	-6	10	5	-5
CCN(CC)CCNC(=O)c1ccc(NC(=O)Cc2ccccc2F)cc1	-6	-1.4	2	0.8	0	-7	1	13	-5	3
Cc1ccccc1NC(=O)Nc1ccc2c(c1)C(=O)N(C)[C@H]1CC[C@H](CC(=O)NCC3CC3)O[C@@H]1CO2	.	.	-22	-0.5	5	5	5	.	2	3
COC(=O)C(=O)Nc1nnc(COc2ccccc2)s1	9	1.2	4	-0.4	1	2	5	-11	2	-4
COC(=O)c1ccc(Cn2nc(C)cc2C)cc1	0	1.8	3	-0.4	-2	-1	2	-1	-4	4
CNCC(=O)Nc1c(C)n[nH]c1C	8	1.4	-5	-0.4	-4	-3	2	1	4	0
CCOC(=O)C1(CCc2ccccc2)CCN(Cc2cccc3nccnc23)CC1	-4	1.3	-6	-0.1	-8	-5	-6	-5	-7	7
CCC(C(=O)NCc1ccco1)N(C(=O)CNS(=O)(=O)c1ccccc1)c1ccccc1C (stereo not drawn)	-2	-1.7	-4	0.0	-3	13	-5	0	-4	-1
Cn1cccc1/C=C1\SC(=S)N(NC(=O)c2ccccc2Cl)C1=O	7	1.5	-1	0.0	1	7	1	3	1	2
CC(NC(=O)COC(=O)c1ccccc1Nc1ccccc1)c1ccccc1 (stereo not drawn)	-4	-0.5	-1	-2.4	1	2	-4	-1	1	2
O=C(N/N=C\c1ccco1)Nc1cccc(Cl)c1	-3	9.0*	4	-0.1	1	-4	-1	12	-2	2
CC(C)Cn1c(SC(C)C(=O)NC2CC2)nnc1-c1ccccc1F (stereo not drawn)	-7	2.3	-6	0.0	-2	-3	4	-11	-1	5
Cc1ccc(-n2c(SCC(=O)Nc3ccc(OCc4ccccc4)cc3)nnc2-c2ccccc2)cc1	.	.	0	1.0	-1	-7	0	.	7	-3
O=S(=O)(c1cccc(Br)c1)N1CCN(c2ncnc3scc(-c4ccccc4)c23)CC1	18	-0.9	8	-0.4	-4	-8	1	6	3	13
O=C(NCc1ccc(F)cc1)c1cnn2ccccc12	7	2.5	6	0.5	-1	-58	2	13	0	-3
CCn1cc(Cl)c(C(=O)Nc2cccc(C(F)(F)F)c2)n1	3	2.0	-1	-0.1	0	11	-4	8	-1	-1
O=c1cc(CNc2ccc(Br)cc2)nc2sccn12	-3	1.8	1	-8.2	-1	-37	-2	0	-3	1
O=C(NCc1ccccc1Cl)c1ccc(CSc2nc3ccncc3[nH]2)cc1	13	-1.2	-41	-0.1	3	7	2	5	4	-2
S=C(c1ccc(-c2cccc(Cl)c2)o1)N1CCCCC1	-2	7.5	5	0.1	7	6	11	5	1	3
O=C(CN1CCN(S(=O)(=O)c2ccccc2)CC1)NC(=O)NCc1ccco1	-3	0.7	-5	0.3	2	4	3	2	1	-2
COc1ccc(CCNC(=O)C23CN(Cc4ccccc4)CC2C(c2ccc([N+](=O)[O-])cc2)=NO3)cc1 (stereo not drawn)	-1	-1.7	-3	0.4	-3	17	-4	6	3	-13
Cc1ccc(S(=O)(=O)N2CCOCC2)cc1C(=O)OC1CCOC1=O (stereo not drawn)	7	0.6	16	0.2	1	-15	0	-3	5	0
CN(CCO)C1=NS(=O)(=O)c2cc([N+](=O)[O-])ccc21	4	-0.2	-1	-0.7	-4	-6	-4	30*	1	-4
CCNc1ccc(C(=O)OCC)cc1NC(=O)c1cccc(S(=O)(=O)N(C)c2ccccc2)c1	8	0.5	-9	0.9	-3	13	1	2	10	2
CC(C)C#Cc1ccc2c(c1)O[C@@H](CN(C)C(=O)c1cnccn1)[C@@H](C)CN([C@@H](C)CO)S2(=O)=O	-10	0.1	-13	0.0	4	1	0	5	2	1
O=C(N/N=C/c1ccc2c(c1)OCO2)c1cccs1	3	6.8	-7	0.7	-2	-5	-7	-3	3	-6
CCOC(=O)c1sc2ncc([N+](=O)[O-])cc2c1N	-4	2.8	4	0.3	4	-3	1	9	0	1

From PubChem
